OX1R antagonist = OX1R (HCRTR1) antagonists, primary screen, fluorescence, CHO/OX1R cells, Fluo-8 calcium, orexin A. 0.43% of 330,000 active. Orexin/Hypocretin receptor type 1 (Homo sapiens), O43613. Fluo-8 calcium fluorescence. inhibition, % at 5 µM;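 active = inhibition above its plate's threshold, mean inhibition of all tested compounds on the plate plus 3 SD, cut at about 37% in these data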;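 note: 0% = orexin A challenge wells and 100% = SB-334867-A antagonist wells; not every result past the cut was called active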
Target sequence (O43613 whole entry, looked up): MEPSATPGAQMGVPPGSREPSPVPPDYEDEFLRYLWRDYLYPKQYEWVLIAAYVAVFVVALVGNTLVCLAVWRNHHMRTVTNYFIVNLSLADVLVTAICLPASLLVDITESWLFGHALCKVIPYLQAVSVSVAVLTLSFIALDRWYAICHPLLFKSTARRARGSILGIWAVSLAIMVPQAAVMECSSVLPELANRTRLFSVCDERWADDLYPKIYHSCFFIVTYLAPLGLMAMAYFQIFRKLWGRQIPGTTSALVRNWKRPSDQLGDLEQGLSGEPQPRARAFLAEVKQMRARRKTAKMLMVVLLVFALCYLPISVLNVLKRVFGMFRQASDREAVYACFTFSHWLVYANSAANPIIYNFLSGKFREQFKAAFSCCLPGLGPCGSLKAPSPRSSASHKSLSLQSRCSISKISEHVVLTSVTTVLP
CHT allo act = CHT positive allosteric modulators, primary screen, cell-based, membrane potential dye, choline EC20; High affinity choline transporter 1 (Homo sapiens), Q9GZV3; CHT-expressing cells; hits give high values; LV-AA mutant CHT in HEK293 cells; B-score at 10 µM; 0.49% of 310,000 active; AID 488977, 2010;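 active = initial fluorescence not abnormally high and integrated response B-score, plate-corrected, over 3 SD above library mean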
Target sequence (Q9GZV3 whole entry, looked up): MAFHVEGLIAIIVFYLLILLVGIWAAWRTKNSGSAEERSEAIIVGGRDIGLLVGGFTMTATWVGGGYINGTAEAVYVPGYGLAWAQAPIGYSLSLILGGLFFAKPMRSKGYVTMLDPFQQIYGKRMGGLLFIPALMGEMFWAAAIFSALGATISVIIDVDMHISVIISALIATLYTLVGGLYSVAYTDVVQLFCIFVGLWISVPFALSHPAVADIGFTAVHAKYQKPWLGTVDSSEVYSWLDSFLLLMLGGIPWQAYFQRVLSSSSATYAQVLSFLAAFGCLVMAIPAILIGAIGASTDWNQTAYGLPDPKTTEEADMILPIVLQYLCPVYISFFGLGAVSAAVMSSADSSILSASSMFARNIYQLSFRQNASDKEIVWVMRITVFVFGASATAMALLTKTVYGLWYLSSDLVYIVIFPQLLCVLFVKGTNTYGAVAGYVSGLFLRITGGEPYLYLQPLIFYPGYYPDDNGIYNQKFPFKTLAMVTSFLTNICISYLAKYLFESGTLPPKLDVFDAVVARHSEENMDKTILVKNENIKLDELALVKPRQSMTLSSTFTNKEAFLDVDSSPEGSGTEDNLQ
The depositor's hits bear a star; i = inactive; . = not tested or not shown.

#	compound	CHT allo act	OX1R antagonist
1	CCOc1ccc(/C(O)=C2\C(=O)C(=O)N(CCN(C)C)C2c2cccc(OC)c2OC)cc1Cl (stereo not given)	i	0
2	C[C@@H]1COC(=O)[C@H](Cc2ccc(F)cc2)CC/C=C\C[C@@H](CC(=O)NCCO)C(=O)N1	.	-5
3	COc1ccccc1S(=O)(=O)Cc1ccc(C(=O)NCC2CCCO2)o1 (stereo not given)	i	-13
4	S=C(NCc1ccco1)NC1CCCc2ccccc21 (stereo not given)	i	-10
5	CCCCNC(=O)c1ccc(NC(=O)CC2SC(N3CCCC3)=NC2=O)cc1 (stereo not given)	.	2
6	COc1ccc(Br)cc1CN1CCN(C(=O)c2cccc(F)c2)CC1	i	-15
7	O=C(NCCN1CCN(c2ccc([N+](=O)[O-])cc2)CC1)NCc1ccccc1	i	-12
8	CNCC(O)CN(c1ccccc1)c1ccccc1 (stereo not given)	i	-4
9	Cc1ccc(NC(=O)c2ccc(CSc3ccccn3)cc2)cc1	i	-25
10	CCC(C)NC(=S)Nc1ccc(F)cc1 (stereo not given)	i	-9
11	C=C(C)/C=N/NC(=S)Nc1ccc(S(=O)(=O)N2CCOCC2)cc1	i	6
12	CCOc1ccc(C(=O)NCCC2=CCCCC2)cc1OCC	i	-10
13	CN1CCN(NC(=O)c2ccc(Br)s2)CC1	i	-4
14	Cc1cccc(N2O[C@H]3C=CC2CCCC3)n1	.	-10
15	Clc1ccc(-c2nnc(-c3cccc4ccccc34)o2)cc1Cl	i	3
16	CCN1CCN(C(=O)N(c2ccccc2)c2ccccc2)CC1	i	-21
17	COc1ccc(-n2c3c(cc(C(=O)Nc4ccc(C)cc4)c2=O)C(=O)CCC3)cc1	i	-15
18	COc1ccc(-n2c(C)cc(/C=C3\SC(=S)NC3=O)c2C)cc1	i	-23
19	Cn1nc(-c2ccc(N3CCOCC3)c(NS(=O)(=O)c3ccccc3)c2)c2ccccc2c1=O	i	-23
20	O=S(=O)(Cc1nnnn1-c1ccccc1)c1ccc(Cl)cc1	i	4
21	O=C(O)CCc1n[nH]c(=S)[nH]c1=O	i	-1
22	O=C(CN1C(=O)C2CC=CCC2C1=O)NCc1cccs1 (stereo not given)	i	7
23	CS(=O)(=O)N1CCC(C(=O)NCCc2ccccc2)CC1	i	-4
24	Cc1ccc(S(=O)(=O)NCc2ccncc2)cc1C	i	41*
25	CC(C)(C)c1cnnn1-c1ccc(NC(=O)c2ccc(Br)o2)cc1	i	-24

#	compound	CHT allo act	OX1R antagonist
26	Nc1nnc(SCC(=O)Nc2cccc(S(N)(=O)=O)c2)s1	i	-5
27	COc1ccc(Cc2nc3ccc(C(=O)N(C)CCCN4CCOCC4)cc3o2)cc1	i	-17
28	Cc1cc(=O)n(Cc2ccccc2)c2c(C)cccc12	i	-10
29	O=C(Nc1cccc(S(=O)(=O)Nc2ccc(Cl)cc2)c1)c1ccc2c(c1)OCCO2	i	-11
30	O=C(CS(=O)(=O)c1cn(CC(=O)N2CCOCC2)c2ccccc12)Nc1ccccc1	i	-26
31	CCOn1c(=O)c(-c2cc(OC)ccc2OC)[n+]([O-])c2ccccc21	i	-13
32	CC(C)CN(C(=O)COC(=O)/C=C/c1ccccc1)C1CCS(=O)(=O)C1 (stereo not given)	.	-20
33	COc1cc(Br)cc(C(c2c(C)n(C)n(-c3ccccc3)c2=O)c2c(C)n(C)n(-c3ccccc3)c2=O)c1O	i	-24
34	COc1ccccc1NC(=O)C(=O)N1N=C(C(C)C)CC1(O)C(F)(F)F (stereo not given)	i	-18
35	COc1cc(C(=O)N2CCN(C(=O)C3CC3)CC2)cc(OC)c1OC	i	0
36	Cc1cc(C(=O)COC(=O)C2=NNC(=O)CC2)c(C)n1CCc1ccccc1	i	-23
37	N#Cc1ccc[n+](CC(=O)c2ccc(Cl)cc2)c1	i	1
38	CCc1ccc(S(=O)(=O)N2c3ccc(C)cc3C3CN(C)CCC32)cc1 (stereo not given)	.	-5
39	O=C(N/N=C/c1ccc[nH]1)c1ccc2c(c1)OCO2	i	3
40	CCOc1ccc(C(C(=O)NCC2CCCO2)N(C(=O)c2snc(C(N)=O)c2N)c2cccc(F)c2)cc1 (stereo not given)	i	-8
41	CC(NC(=O)NC(=O)c1ccc(Cl)cc1)c1ccccc1 (stereo not given)	i	-24
42	CCC(C(=O)N1CCN(c2ccccc2OC)CC1)c1ccccc1 (stereo not given)	i	-31
43	COc1ccc(NC(=O)CC2Oc3ccc(C)cc3NC2=O)cc1 (stereo not given)	i	-30
44	COc1ccc(/C=C/c2nc(S(=O)(=O)c3ccccc3)c(NCCCN(C)C)o2)cc1OC	i	-18
45	CC1CC(C)CN(CCCNC(=O)c2ccc(CS(=O)(=O)Cc3ccccc3F)o2)C1 (stereo not given)	i	-8
46	O=C(Nc1ccccc1Cl)c1ccc([N+](=O)[O-])o1	i	-14
47	CC(=O)Nc1cccc(C(=O)N(CCc2ccccc2)Cc2ccccc2)c1	i	.
48	O=C(Cn1c(=O)n(CCC(=O)N2CCCCC2)c(=O)c2sccc21)NCc1ccccc1	i	-5
49	CC(C)c1ccc(NC(=O)COc2nnc(-c3cccs3)c(-c3cccs3)n2)cc1	i	-11
50	N#CC1(NC(=O)COC(=O)c2ccc(Cl)nc2)CCCCC1	i	-12

#	compound	CHT allo act	OX1R antagonist
51	O=C(c1ccccc1)c1c[nH]c(C(=O)NNc2ccccc2)c1	i	-23
52	CCOC(=O)N1CCN(c2cc(C)nc3nc(C)nn23)CC1	i	-20
53	Cc1ccc(-c2nnc(SCC(=O)NC3CC3)o2)cc1	i	-1
54	Cc1ccccc1NC(=O)OCc1ccccc1	i	-23
55	Cc1ccc(NC(=O)c2nc[nH]c2C(=O)N2CCN(C(=O)OC(C)(C)C)CC2)cc1	.	-34
56	O=C(Nc1ccncc1)Nc1cccc(C(F)(F)F)c1	i	4
57	OCC1(Cc2ccccc2)CCCN(Cc2ccc(-c3ccco3)cc2)C1 (stereo not given)	i	-22
58	CCC(C)CCN1C(N(C)C)=NC[C@@H]1Cc1ccccc1 (stereo not given in full)	i	-23
59	CC(C)c1ccc(NC(=O)COC(=O)CCC(=O)c2cccs2)cc1	i	-2
60	Cc1nc2cc(-c3ccc(Cl)cc3)nn2c(C)c1CCC(=O)NC(C)c1ccc2c(c1)OCCO2 (stereo not given)	i	7
61	COc1ccc(N2CC(O)=C(c3nc(-c4ccc(F)cc4)cs3)C2=N)cc1	i	-11
62	Cc1ccc(NC(=O)c2ccc3nc[nH]c3c2)nc1	i	2
63	CCOC(=O)N1CCN(S(=O)(=O)c2ccc(C(=O)N(CCN(C)C)c3nc4ccc(CC)cc4s3)cc2)CC1	i	-28
64	Cc1ccn2c(NCc3ccccc3)c(-c3cccc(SC4CCCCC4)c3)nc2c1	.	56
65	CS(=O)(=O)c1ccc(NC(=O)CCN2C(=O)C3CC=CCC3C2=O)cc1 (stereo not given)	i	1
66	CCOc1ccc(C(=O)NCCN2CCCC2)cc1	i	4
67	c1ccc(C2=NCCCN2)cc1	i	-19
68	CCOc1ccccc1/C=C/c1onc(C)c1S(=O)(=O)N1CCC(C(=O)NC(C)C)CC1	i	-22
69	O=C(COc1ccc(S(=O)(=O)N2CCCC2)cc1)Nc1ccc2c(c1)OCCO2	i	-18
70	Cc1ccc(C)c(N2N=C(C(=O)NCCN3C(=O)S/C(=C\c4cccnc4)C3=O)CCC2=O)c1	i	-36
71	[O-]/[N+](=C/c1cccnc1)c1ccc(Br)cc1	i	-8
72	CCOC(=O)C1=C(COC(=O)c2cc(Br)c(Br)s2)NC(=O)NC1C (stereo not given)	i	32
73	S=C(Nc1ccc(OCc2ccccc2)cc1)Nc1cccc(Cl)c1Cl	i	-5
74	COc1ccc(Cn2c(CCC(=O)Nc3ccc(C)c(C)c3)nc3cccnc32)cc1	i	-28
75	CCOc1ccc(S(=O)(=O)N2CCOCC2)cc1NC(=O)CSCC(=O)Nc1cccc(C)c1	i	-16

Quoted at random: 5 records from the list
#	compound	CHT allo act	OX1R antagonist
51	O=C(c1ccccc1)c1c[nH]c(C(=O)NNc2ccccc2)c1	i	-23
61	COc1ccc(N2CC(O)=C(c3nc(-c4ccc(F)cc4)cs3)C2=N)cc1	i	-11
65	CS(=O)(=O)c1ccc(NC(=O)CCN2C(=O)C3CC=CCC3C2=O)cc1 (stereo not given)	i	1
62	Cc1ccc(NC(=O)c2ccc3nc[nH]c3c2)nc1	i	2
60	Cc1nc2cc(-c3ccc(Cl)cc3)nn2c(C)c1CCC(=O)NC(C)c1ccc2c(c1)OCCO2 (stereo not given)	i	7

Additional results follow.
#	compound	CHT allo act	OX1R antagonist
76	O=C1C2ON(c3ccccc3)C(c3ccccc3F)C2C(=O)N1c1ccccc1 (stereo not given)	i	-15
77	Cc1cc(N2CCN(c3ccccc3)CC2)nc(N2CCOCC2)n1	i	-11
78	O=C(O)CC(NC(=O)c1ccc2c(c1)OCO2)c1cccc([N+](=O)[O-])c1 (stereo not given)	i	-10
79	CCOc1ccccc1C1NC(=O)c2ccccc2O1 (stereo not given)	i	-8
80	CCOC(=O)N1CCN(C(=O)c2cc(C)no2)CC1	i	-1
81	COc1ccc(/C(CC2(O)C(=O)Nc3ccccc32)=N\O)cc1 (stereo not given)	i	-9
82	c1ccc(CSCCc2ccncc2)cc1	i	-32
83	CCN(Cc1ccccc1)c1ccc(/C=N/NS(=O)(=O)c2ccc(C)c([N+](=O)[O-])c2)cc1	i	-1
84	CSc1ccccc1C(=O)N(C)C(c1ccccc1)c1ccccc1	i	10
85	COc1ccc(C2=NOC(Cn3nc(-c4ccccc4)cc3C(=O)NCc3ccc(C)cc3)C2)cc1 (stereo not given)	.	5
86	Cc1ccc(S(=O)(=O)Nc2cc(C)cn(Cc3ccc(F)cc3)c2=O)cc1	i	-26
87	CN(C)C(/C=C/Nc1ccccc1F)=C(C#N)C#N	i	-12
88	CCN(C(=O)COc1ncnc2ccccc12)C1CCCCC1	.	-18
89	C=CCc1ccccc1OCC(O)CNC1CCCC1 (stereo not given)	i	-7
90	O=S(=O)(Nc1c(O)ccc2ccccc12)c1cccc2ccccc12	i	19
91	COc1cc(OC)c(NC(=O)C(=O)CC(=O)c2ccc(C)cc2C)cc1Cl	i	-30
92	CC1CCCCN1C(=O)Cn1c(=O)n(CCC(=O)NCc2ccco2)c(=O)c2sccc21 (stereo not given)	i	-17
93	CN(CCC1CCOCC1)C(=O)CC1C(=O)NCCN1Cc1ccoc1 (stereo not given)	i	4
94	O=C(CSc1ccccc1)Nc1nnc(/C=C/c2ccccc2)s1	i	-9
95	CC(=O)Nc1ccc(NC2(C)C(=O)c3ccccc3C2=O)cc1	i	-7
96	COc1ccc(-n2nc(C(=O)Nc3nc4ccc(OC)cc4s3)c3ccccc3c2=O)c(OC)c1	i	-16
97	CCN(NC(=O)C(O)(c1ccccc1)c1ccccc1)C(=O)c1ccccc1	i	-16
98	Brc1ccc(COc2cccc3cccnc23)cc1	i	-44
99	CCOCCCNC(=O)c1ccc2c(=O)n(Cc3ccc(OC)cc3)c(=O)[nH]c2c1	i	-25
100	NC(=O)c1ccc(NC(=O)COC(=O)c2cc3c(s2)CCC3)cc1	.	-24

#	compound	CHT allo act	OX1R antagonist
101	O=C(CCC1CCCC1)c1c(O)c2ccccc2oc1=O	i	-11
102	Cc1c(-c2ccccc2)cn2c1-c1ccc(C)n1CC2	i	-8
103	Cc1ccc(N(C(C)C(=O)Nc2cccc(N(C)S(C)(=O)=O)c2)S(C)(=O)=O)cc1 (stereo not given)	i	-9
104	COC(=O)c1ccc(CN2CCN(Cc3ccc(C(=O)OC)o3)CC2)o1	i	-11
105	COc1cc(C(=S)N2CCCC2)cc(OC)c1O	i	-12
106	COCC1CCN(C(=O)c2cc(COc3ccc4ncccc4c3)on2)CC1	i	21
107	COc1cccc2c(=O)n(CC(=O)N3CCCCCC3)ccc12	i	-6
108	CN(C)c1ccc(N=Nc2cccc3ccoc23)cc1	i	0
109	Cc1ccc(S(=O)(=O)N(C)c2ccc(C(=O)Nc3ccc(C)cn3)cc2)cc1	i	-18
110	CN(Cc1ccc(F)cc1)C(=O)c1cccc(OCc2ccccc2)c1	i	-6
111	O=C(CN1CCN(Cc2cccc(Cl)c2)C1=O)NCc1ccccn1	i	-6
112	COc1ccc(/C=N/NC(=O)Cn2cnc3ccccc3c2=O)cc1OC	i	-15
113	O=C(CSCc1ccc(Cl)cc1)N/N=C/c1ccc(OCC(=O)Nc2ccccc2)cc1	i	36
114	CC1(C)CC(=O)C2=C(C1)OC1=C(C(=O)CC(C)(C)C1)C2c1ccccc1	i	-22
115	CCN(c1ccccc1)S(=O)(=O)c1ccc(NN)nc1	.	-10
116	CCOC(=O)c1c(/N=C/c2cc(OC)cc([N+](=O)[O-])c2O)sc(C)c1C	i	-23
117	CC(C)NC(=O)CCCc1ccccc1	i	5
118	CC(=O)Nc1ccc(S(=O)(=O)N2CCC(C(=O)O)CC2)cc1	i	-8
119	CCOC(=O)N/N=C\c1cccc(OC)c1	i	-6
120	CCN(CC)S(=O)(=O)c1ccc(N2CCCC2)c(NC(=O)C2=NN(c3ccccc3)C(=O)CC2)c1	.	-36
121	O=C(CSc1nc(-c2ccco2)cc(C(F)(F)F)n1)NCc1cccs1	i	-19
122	CCOC(=O)N1CCN(C(=O)c2cn(CC)c3ccc(S(=O)(=O)N4CCC(C)CC4)cc3c2=O)CC1	i	-19
123	c1ccc(CCNc2nc(-c3ccncc3)nc3ccccc23)cc1	i	-25
124	Cc1cc(C(=O)Nc2cc(C)on2)on1	i	-12

An excerpt from above in order of their number in OX1R antagonist, falling:
no.	Structure	OX1R antagonist
110	CN(Cc1ccc(F)cc1)C(=O)c1cccc(OCc2ccccc2)c1	-6
118	CC(=O)Nc1ccc(S(=O)(=O)N2CCC(C(=O)O)CC2)cc1	-8
103	Cc1ccc(N(C(C)C(=O)Nc2cccc(N(C)S(C)(=O)=O)c2)S(C)(=O)=O)cc1 (stereo not given)	-9
124	Cc1cc(C(=O)Nc2cc(C)on2)on1	-12
123	c1ccc(CCNc2nc(-c3ccncc3)nc3ccccc23)cc1	-25
120	CCN(CC)S(=O)(=O)c1ccc(N2CCCC2)c(NC(=O)C2=NN(c3ccccc3)C(=O)CC2)c1	-36
